Compound activity as filed in PubChem.
CIT2-GFP yeast: yeast TOR pathway CIT2-GFP modulation. S. cerevisiae CIT2-GFP strain, flow cytometry, 3 h; 100 means same as DMSO wells. GFP response vs DMSO, % at 10 µM. actives 0.065% (n = 320,000). AID 2029;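 active = GFP response relative to DMSO above a set limit, near the screen mean plus 3 SD, cut at about 150% in these data; inconclusive = Fewer than 70 cells measured for a yeast strain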;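 note: ratio of well median GFP fluorescence to mean of DMSO wells on the plate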
VLA-4 inh: inhibition in a human VLA-4 binding assay. P13612. VLA-4 expressing cells, ligand binding flow cytometry. inhibition, % (about 7 µM as worked out from the volumes in the protocol). actives 0.2% (n = 330,000). AID 2557; in the data active = inhibition above about 50%
JMJD2C inh: blocks human GASC-1 demethylase activity. Q9H3R0. GST-JMJD2C(1-420) H3K9me3 demethylation, DELFIA europium. inhibition, % at 2.35 µM. actives 0.069% (n = 330,000);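 active = more than half of a compound's replicate wells show inhibition beyond 50%, single wells judged on their own value; inconclusive = some, but no more than half, of replicates pass 50% inhibition; inactive = no replicate passes 50% inhibition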;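 note: signal counts dimethyl H3K9 product captured on neutravidin plate; 0% = median of DMSO wells and 100% = 0.3 times that DMSO median; strong numbers were not always called active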
Target sequence (Q9H3R0 1-420 limits assumed): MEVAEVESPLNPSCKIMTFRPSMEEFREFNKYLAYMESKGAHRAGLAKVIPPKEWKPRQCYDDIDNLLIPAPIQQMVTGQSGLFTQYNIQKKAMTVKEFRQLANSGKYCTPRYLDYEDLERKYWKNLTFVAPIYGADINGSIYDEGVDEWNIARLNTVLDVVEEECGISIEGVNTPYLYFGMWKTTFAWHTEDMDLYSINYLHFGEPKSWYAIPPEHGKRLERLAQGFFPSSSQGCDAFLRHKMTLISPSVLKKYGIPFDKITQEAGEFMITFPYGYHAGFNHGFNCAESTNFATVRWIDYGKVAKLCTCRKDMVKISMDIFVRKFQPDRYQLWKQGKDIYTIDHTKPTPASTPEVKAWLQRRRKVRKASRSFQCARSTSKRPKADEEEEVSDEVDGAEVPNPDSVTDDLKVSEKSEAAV
LAP4 TOR yeast: yeast TOR pathway LAP4-GFP modulation. S. cerevisiae LAP4-GFP multiplex, flow cytometry GFP, 3 h; median GFP as percent of DMSO wells. actives 0.34% (n = 320,000). GFP response vs DMSO, % at 10 µM;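 active = GFP response vs DMSO above a set limit, about the screen mean plus 3 SD, cut at about 150% in these data; inconclusive = under 70 cell events counted for the yeast strain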
MEP2-GFP yeast: alters MEP2-GFP fluorescence in TOR pathway yeast screen; S. cerevisiae MEP2-GFP strain, flow cytometry GFP, 3 h; 100% = DMSO control level; GFP response vs DMSO, % at 10 µM; actives 0.51% (n = 330,000); AID 2016;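 active = GFP response versus DMSO above a set limit, roughly screen mean plus 3 SD, cut at about 180% in these data; inconclusive = fewer than 70 cells counted for a yeast strain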;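 note: median GFP fluorescence of the barcode-gated MEP2-GFP cells per well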
GRK2 aptamer HTS: inhibitors of human GRK2 displacing RNA aptamer; actives 0.59% (n = 330,000); bead flow cytometry, FAM-aptamer displacement from GRK2; AID 488847; inhibition of aptamer binding, % at 10 µM; P25098;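 active = inhibition of aptamer binding above 40%, roughly 3 SD of noise, on plates passing a quality check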;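 note: median bead fluorescence of bound FAM aptamer so fluorescent compounds give negative values; no value below 0 was filed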
Target sequence (P25098 whole entry, looked up): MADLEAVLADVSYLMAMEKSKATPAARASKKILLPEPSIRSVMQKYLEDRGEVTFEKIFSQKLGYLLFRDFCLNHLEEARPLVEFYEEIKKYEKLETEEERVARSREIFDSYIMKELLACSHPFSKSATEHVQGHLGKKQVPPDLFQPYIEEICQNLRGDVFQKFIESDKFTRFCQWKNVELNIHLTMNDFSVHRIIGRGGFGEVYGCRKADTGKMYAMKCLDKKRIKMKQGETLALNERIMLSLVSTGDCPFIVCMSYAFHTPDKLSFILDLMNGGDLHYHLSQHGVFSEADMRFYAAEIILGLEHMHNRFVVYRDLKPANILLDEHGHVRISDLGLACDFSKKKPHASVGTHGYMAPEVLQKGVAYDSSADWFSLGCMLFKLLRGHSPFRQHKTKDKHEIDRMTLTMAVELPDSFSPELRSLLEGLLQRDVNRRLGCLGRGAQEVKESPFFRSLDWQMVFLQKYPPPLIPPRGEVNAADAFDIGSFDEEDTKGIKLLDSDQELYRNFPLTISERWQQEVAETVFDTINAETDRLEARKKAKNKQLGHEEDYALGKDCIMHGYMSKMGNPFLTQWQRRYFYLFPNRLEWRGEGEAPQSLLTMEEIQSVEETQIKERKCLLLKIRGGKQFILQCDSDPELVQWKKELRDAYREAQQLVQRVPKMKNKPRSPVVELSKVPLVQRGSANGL
AGP1 TOR yeast: yeast TOR pathway AGP1-GFP modulation. S. cerevisiae AGP1-GFP multiplex flow cytometry, 3 h; GFP as percent of DMSO wells. GFP response vs DMSO, % at 10 µM. actives 0.02% (n = 320,000). AID 2066;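 active = GFP response relative to DMSO above a set limit, near screen average plus 3 SD, cut at about 150% in these data; inconclusive = fewer than 70 cells counted for the yeast strain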;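 note: median GFP channel fluorescence of the gated AGP1 strain per well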
RPL19A-GFP yeast: alters RPL19A-GFP fluorescence in TOR pathway yeast screen. S. cerevisiae RPL19A-GFP strain, flow cytometry, 3 h; hits give low values. percent response vs DMSO, % at 10 µM. actives 0.3% (n = 330,000);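 active = percent response vs DMSO below 50%; inconclusive = fewer than 70 events counted for the yeast strain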;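 note: median channel GFP fluorescence of the barcoded RPL19A-GFP strain; ratio of sample median GFP to plate DMSO average so 100% = DMSO; lower means less RPL19A-GFP as with rapamycin TOR inhibition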
Active calls of the source: *; i = inactive; ? = inconclusive; . = not tested or not shown; [ ] = remark or other dose. Random draw from the library, and some 1.7% of all compounds hit somewhere here.

SMILES	CIT2-GFP yeast	VLA-4 inh	JMJD2C inh	LAP4 TOR yeast	MEP2-GFP yeast	GRK2 aptamer HTS	AGP1 TOR yeast	RPL19A-GFP yeast
COc1ccc(C)cc1S(=O)(=O)N(CC(=O)Nc1cccc([N+](=O)[O-])c1)c1ccc(C)cc1	102	7	-10	95	96	0	104	104
CCOc1ccccc1Oc1c(C)oc2c(CN3CCN(CCO)CC3)c(O)ccc2c1=O	112	-2	3	105	108	3	111	109
O=C(CCC(=O)N1CCOc2ccccc21)Nc1ccccc1Cl	110	12	0	114	93	3	105	100
CC(Oc1ccc2ccc(=O)oc2c1)C(=O)N1CCOCC1 (stereo unspecified)	114	-1	-8	105	97	0	103	100
COC(=O)c1ccc(Oc2nc(C)cc(Oc3ccccc3)n2)cc1	75	1	-19	93	88	5	85	87
CCOC(=O)C1CCN(C(C(=O)NC2CCCCC2)c2ccc(OC)cc2)CC1 (stereo unspecified)	103	1	.	97	100	0	98	103
COc1ccc(N(CC(=O)Nc2cccnc2)S(=O)(=O)c2ccccc2)cc1OC	105	0	1	99	103	2	105	103
CCCCN(C(=O)c1ccc(-c2ccc(Cl)cc2)o1)c1c(N)n(CC(C)C)c(=O)[nH]c1=O	101	-1	5	97	104	0	98	99
COC(=O)C(CCSC)NC(=O)CNC(=O)C1CCCCC1 (stereo unspecified)	109	16	23	100	102	0	112	106
CNC(=S)N(Cc1ccco1)Cc1cc2cc(OC)ccc2[nH]c1=O	85	21	2	95	90	2	99	99
COCCNC(=O)c1cc2nc3c(c(C(F)(F)F)n2n1)CCc1ccccc1-3	91	40	-8	97	96	0	94	99
Cc1csc(-c2cccnc2)n1	97	-2	3	99	107	0	107	107
O=C(CNC(=O)c1ccc2c(c1)OCO2)N/N=C/c1cccc([N+](=O)[O-])c1	101	4	3	92	106	0	98	99
CCCCn1c(/N=C/c2ccc(N(C)C)cc2)nc2ccccc21	81	-35	4	96	99	2	90	93
Cn1c(C2=C(O)CN(c3ccc4c(c3)OCCO4)C2=N)nc2ccccc21	88	26	-9	90	98	0	95	95
COc1ccccc1N1CCN(C2CCCN(C(=O)c3ccoc3)C2)CC1 (stereo unspecified)	97	1	-10	96	101	0	98	100
COc1cccc(C2=NN(C(=O)c3ccccc3)C(O)(C(F)(F)F)C2)c1 (stereo unspecified)	93	3	3	.	105	0	99	95
COc1ccccc1N1CCN(C(=O)CCSCc2ccccc2F)CC1	108	-3	0	103	100	0	101	102
C1=C(c2ccccc2)Nc2nnnn2C1c1cccs1 (stereo unspecified)	99	-10	4	92	96	0	97	97
CC(=O)c1c(C)[nH]c(C(=O)/C(C#N)=C/c2cccc(C)c2)c1C	100	1	-6	89	98	2	96	101
CC1C(=O)Nc2ccccc2N1C(=O)c1ccc(F)cc1F (stereo unspecified)	110	9	-1	93	105	4	108	108
CC1(C)OC(=O)C(=CNc2ccccc2F)C(=O)O1	101	0	-2	96	98	2	96	94
C=CCSc1n[nH]c(-c2ccc(OCCCC)cc2)n1	95	3	-2	126	102	0	99	103
CC(C)n1nnnc1SCC(=O)Nc1ccccc1N1CCOCC1	99	-28	11	104	108	0	101	96
Cc1nc2ccccc2c2oc(C(=O)N3CCN(C4CCCCC4)CC3)cc12	126	-19	7	98	109	0	109	104
COC(=O)C1=C(N)OC2=C(C(=O)CCC2)C1c1cccnc1 (stereo unspecified)	86	-11	-7	100	98	1	101	96
CCOC(=O)C1=c2s/c(=C\c3cccnc3)c(=O)n2C(N)=C(C(=O)OC)C1c1cccnc1 (stereo unspecified)	88	-4	-3	104	100	0	100	102
CCOC(=O)c1sc(=S)n(-c2ccccc2)c1N(C(C)=O)C(C)=O	92	9	-12	98	106	0	101	98
CCc1cc(C)cc(OCCNC(=O)c2cncc(Br)c2)c1	74	-7	18	114	105	4	74	97
COc1ccc(NC(=O)Nc2cccc3c2O[C@H](CN(C)S(C)(=O)=O)[C@@H](C)CN([C@H](C)CO)C3=O)cc1	91	-6	5	96	84	1	96	91
CC(=O)c1cccc(NC(=O)N(c2ccccc2)c2ccccc2)c1	96	5	18	96	96	0	102	104
CC1CC1C(=O)N(C)CC(=O)Nc1cccc(F)c1 (stereo unspecified)	106	22	3	106	105	1	114	111
CN(C)S(=O)(=O)c1cccc(C(=O)NCCCn2ccnc2)c1	113	11	8	102	98	0	108	108
CC1CCCN(CCCNC(=O)c2cc3c(Cl)nc4ccccc4c3s2)C1 (stereo unspecified)	94	-1	-6	103	112	0	90	109
COc1ccc(N2CC(C(=O)N/N=C/c3ccc([N+](=O)[O-])cc3)CC2=O)cc1 (stereo unspecified)	98	5	-15	95	106	1	101	105
COc1ccc(-c2nc(-c3ccccc3)c(-c3cc([N+](=O)[O-])ccc3C)[nH]2)cc1O	85	-4	9	88	90	0	86	87
Cc1c(C(O)CN2CCN(Cc3ccc4c(c3)OCO4)CC2)c2ccccc2n1C (stereo unspecified)	97	-13	0	104	105	2	103	101
Cc1ccccc1CN1CCN(c2ccc(S(=O)(=O)N3CCCC3)cn2)CC1	99	0	4	107	100	0	100	98
O=C(COC(=O)/C=C/c1ccccc1)NC(=O)NCc1ccccc1	98	14	.	112	105	4	101	100
CCN(/C=N/c1sc2c(c1C#N)CCCCC2)CC	110	20	1	121	110	1	99	104
CC(C(=O)OCC(=O)N(C)C1(C#N)CCCCC1)N1C(=O)c2ccccc2C1=O (stereo unspecified)	96	7	2	100	101	0	97	105
N#Cc1ccc(S(=O)(=O)Nc2ccccc2N2CCOCC2)cc1	82	4	-4	83	98	2	81	98
Nc1cc(N)nc(SCC(=O)Nc2cccc(S(=O)(=O)N3CCCCC3)c2)n1	96	4	.	103	93	3	98	97
Cc1nc(/N=C(\N)N(C)C)[nH]c(=O)c1C	120	1	-3	97	105	0	107	103
COc1ccc(S(=O)(=O)O/N=C2\CCSc3ccc(C)cc32)cc1	.	3	4	100	106	0	104	106
CC(C)C[C@H](NC(=O)c1[nH]cnc1C(=O)N[C@@H](C)C(=O)OCc1ccccc1)C(=O)OC(C)(C)C	105	4	6	133	100	3	94	104
CCOc1ccccc1NC(=O)N1CCCC1C(=O)Nc1ccc(NC(C)=O)cc1 (stereo unspecified)	108	-19	-3	103	111	0	102	102
Cc1cccc(NC(=O)c2cc(-c3cc(C)c(C)cc3O)n[nH]2)c1	103	13	8	103	95	0	99	90
CC1(C)Cc2ccccc2-c2nnc(SCC(=O)N3CCc4ccccc43)n21	95	14	4	96	100	0	99	95
CC1CCCC(NC(=O)CN(C)CC(=O)Nc2cccc(F)c2)C1C (stereo unspecified)	127	-2	17	172*	155	3	134	80
COC(=O)c1cc(C(=O)NCCCN2CCOCC2)cc([N+](=O)[O-])c1	101	-3	-22	103	99	3	102	103
O=C(CCNC(=O)N1CC(=O)Nc2ccccc21)NCc1cccc(Cl)c1	106	2	-5	91	102	2	104	104
CSc1nnnn1-c1cccc(O)c1	102	11	i	102	101	1	102	103
CCOc1ccc(N(CC(=O)NC2CCCCC2)C(=O)CNC(=O)c2cccs2)cc1	111	5	4	100	107	2	105	101
CC(C)N1CCc2c(sc(NC(=O)c3ccc(S(=O)(=O)N4CCOCC4)cc3)c2C#N)C1	97	-38	2	89	96	2	99	103
COC(=O)c1cc2n(n1)CCCNC2=O	106	-4	1	99	102	0	104	111
CCC1(C)OC(=O)N(CCCn2ccnc2C)C1(C)O (stereo unspecified)	104	13	-28	104	96	2	104	104
CC(=O)Nc1ccc(N2CCN(c3ccc(F)cc3)CC2)cc1	103	7	-22	94	106	11	104	104
CCC(C)(C)C1CCC2(CC1)NC(=O)N(CC(=O)N(C)CC(=O)Nc1ccccc1C(F)(F)F)C2=O (stereo unspecified)	96	1	4	98	95	1	100	98
COCCNC(=O)CCn1c(=O)oc2ccccc21	?	25	-3	104[may fluoresce violet]	499*[may fluoresce violet]	3	?	50*[may fluoresce violet]

Looked up by structure from above:
SMILES	CIT2-GFP yeast	VLA-4 inh	JMJD2C inh	LAP4 TOR yeast	MEP2-GFP yeast	GRK2 aptamer HTS	AGP1 TOR yeast	RPL19A-GFP yeast
COC(=O)c1cc2n(n1)CCCNC2=O	106	-4	1	99	102	0	104	111
COCCNC(=O)CCn1c(=O)oc2ccccc21	?	25	-3	104[may fluoresce violet]	499*[may fluoresce violet]	3	?	50*[may fluoresce violet]

Next structures follow:
SMILES	CIT2-GFP yeast	VLA-4 inh	JMJD2C inh	LAP4 TOR yeast	MEP2-GFP yeast	GRK2 aptamer HTS	AGP1 TOR yeast	RPL19A-GFP yeast
C/C=C(\C)C(=O)OC(C)(C)[C@@H]1Cc2cc3ccc(=O)oc3cc2O1	87	0	2	116	91	0	94	92
COCCN(C(=O)CSc1nnc(Nc2ccc(C)cc2)s1)c1c(N)n(CC(C)C)c(=O)[nH]c1=O	99	6	i	101	98	0	104	100
Cn1cncc1C#Cc1c(C=O)n(C)c2ccccc12	76	11	-3	84	91	0	32	87
C#CC(=O)N(c1ccc(OC)cc1OC)C(C(=O)NC1CCCC1)c1cccs1 (stereo unspecified)	106	15	-9	107	104	2	108	102
O=C(CNC(=S)N(Cc1ccccc1)Cc1cccnc1)NCc1ccccc1	104	0	-10	106	108	7	116	112
O=C(COC(=O)c1ccc(Cl)nc1)Nc1nnc(-c2ccccc2)o1	91	-1	-24	103	99	0	97	101
CS(=O)(=O)NNC(=O)c1csc(Cc2c(Cl)sc3ccc(Cl)cc23)n1	100	9	-2	101	103	4	101	98
NS(=O)(=O)c1ccc(CCNC(=O)c2ccc(Cl)nc2)cc1	115	-3	-2	102	107	0	105	109
Cc1ccc2nnn(Cc3cccc(C(C)(C)C)c3O)c2c1	68	4	-3	113	92	1	82	98
CC(NC(=O)C1(c2cccs2)CCOCC1)c1ccccc1 (stereo unspecified)	104	21	2	95	97	2	97	103
Cc1ccccc1NC(=S)NC1CCCC1	102	2	44	105	106	2	104	106
COc1ccc(O)c(/C=N/NC(=O)c2ccc(N3CCCC3=O)cc2)c1	97	2	4	85	92	5	93	93
COc1ccc(NC(=O)CC2SC(=NCC3CCCO3)NC2=O)cc1 (stereo unspecified)	94	0	4	96	95	3	96	95
O=C(c1cc[n+]([O-])cc1)N1CCc2c([nH]c3ccccc23)C1c1ccccc1Cl (stereo unspecified)	101	5	-10	100	98	0	.	92
COc1ccc(/C=N\NC(=O)CCN2CCN(c3ccccc3)CC2)cc1OC	92	1	-4	116	112	2	98	97
Cc1ccc(C(=O)NCC(=O)OCC(=O)Nc2cc(S(=O)(=O)N3CCOCC3)ccc2C)cc1	102	-3	3	103	106	1	101	101
Cc1ccc(NS(=O)(=O)c2ccc(-n3cccn3)cc2)nc1	102	7	1	100	103	0	104	105
COc1cc2c(cc1O)[C@H](Cc1ccc(Oc3cc(C[C@@H]4NCCc5cc(OC)c(O)cc54)ccc3O)cc1)NCC2	86	8	-5	108	96	0	91	105
COc1ccc2[nH]c(C(=O)N3CCC(Cc4ccccc4)CC3)cc2c1	96	2	-18	88	102	0	93	100
CCCCn1c(NC(=O)c2ccccc2Cl)c(C#N)c2nc3ccccc3nc21	107	-21	35	103	102	2	105	103
CCOC(=O)C1=C(C)N(C)C(=O)C1CC(=O)O (stereo unspecified)	101	4	7	95	100	0	103	101
S=C(NCCc1ccccc1)Nc1ccc(Cl)cc1	92	-7	12	93	98	0	99	101
